Screens (PubChem)
3CLpro inhibitor: SARS-CoV 3CLpro protease inhibition. P0C6X7. recombinant SARS-CoV 3CLpro, quenched FRET peptide cleavage. inhibition, % at 6 µM. 290,000 tested, 0.14% active; in the data active means inhibition above about 12%
BoNT-A LC inh2: BoNT A light chain protease inhibition. multiplex microsphere protease substrate cleavage, flow cytometry. 360,000 tested, 0.17% active. inhibition, % at 10 µM; further: plate controls were buffer without enzyme for full effect and enzyme alone for no effect
PrPC surface inh: inhibitors of human cell surface prion protein PrPC | P04156 | TR-FRET read-out | 370,000 tested, 0.43% active | inhibition, % at 13.8 µM | AID 720596; in the data active means inhibition above about 24%; further: 0% = median of the test wells and 100% = reference compound wells
TcdB GH inh: TcdB glycohydrolase inhibition | 350,000 tested, 0.24% active | AID 652162 | TcdB glycohydrolase enzymatic assay, plate reader | inhibition, % at 9.99 µM; in the data active means inhibition above about 10%
PfHsp40 yeast: compounds rescuing yeast from Plasmodium falciparum HSP40 toxicity; 340,000 tested, 0.68% active; AID 504582; S. cerevisiae expressing PfHsp40, growth rescue, ATP luminescence; growth rescue, % at 12.5 µM; in the data active means growth rescue above about 28%, passing the limit was not always enough; inconclusive means no clear call, values can overlap the other calls;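 further: yeast W303a lacking pdr1 and pdr3 grown in galactose medium; growth measured after three days at 30 °C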
SSB-PriA inh: blocks PriA binding to SSB C-terminal tail | inhibition, % at 33 µM | AlphaScreen SSBct-PriA binding, biotinylated peptide | AID 1272365 | 430,000 tested, 0.6% active; in the data active means inhibition mostly above about 37%, no sharp cut-off; inactive means mostly below about 20%;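 further: plate controls were negative control peptide for no effect and reference peptide for full effect; strong numbers were not always called active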
Yp Topo-I inh: Y. pestis Topo-I inhibition via cleavage products | Y. pestis Topo-I cleavage product accumulation, plate reader | activity, % at 10 µM | 360,000 tested, 0.064% active; in the data active means activity above about 50%, passing the limit was not always enough; inconclusive means no clear call, values can overlap the other calls; further: inactives centre near 2
Anthrax LF prot: blocks Bacillus anthracis lethal factor protease | 360,000 tested, 0.12% active | multiplex microsphere protease cleavage assay, LF | inhibition, % at 10 µM; further: plate controls were buffer without enzyme for full effect and enzyme alone for no effect
BH1578 lux ind: induces V. cholerae light production without autoinducers; V. cholerae BH1578 lux reporter, luminescence, 6 h; activation, % at 18.7 µM; 350,000 tested, 0.16% active; in the data active means activation mostly above about 9.7%, no sharp cut-off; inconclusive means no clear call, values can overlap the other calls; inactive means mostly below about 3.7%; further: not every result past the cut was called active; inactives centre near 0; reference of the scale not given here
The depositor's hits bear a star; i = inactive; ? = inconclusive; nt = not tested or not shown. Unless noted, no stated cut-off is given here; in the data, active means inhibition above about 30%; inconclusive means no clear call, values can overlap the other calls; inactive means below that. An excerpt; count on the stated rates, not on these rows.

SMILES	3CLpro inhibitor	BoNT-A LC inh2	PrPC surface inh	TcdB GH inh	PfHsp40 yeast	SSB-PriA inh	Yp Topo-I inh	Anthrax LF prot	BH1578 lux ind
O=C(CSc1cccc2cccnc12)N/N=C/c1ccc(F)cc1	-2.6	?	-0.1	11.1*	-1.8	i	0.9	-15.1	i
COc1cccc(C(=O)N2CCN(Cc3cn[nH]c3-c3ccc(F)cc3F)CC2)c1	0.9	-0.9	-7.5	0.1	-0.8	-0.1	14.2	7.6	-0.5
COc1ccc(/C=C/C(=O)NC(=S)N2CCSCC2)cc1	1.7	-0.4	4.2	0.8	nt	-6.6	-2.4	-3.1	-0.2
Cc1ccc2nc(NCCNC(=O)c3ccccc3)c(C#N)cc2c1	-4.2	-2.4	-2.4	-0.1	0.7	-16.4	12.3	-8.0	-0.6
COC(=O)c1c(NC(=O)C(C)(C)C)csc1C	-3.1	0.6	-2.5	0.6	37.6*	-13.5	2.4	3.2	-0.3
Cc1nc2ccc(Br)cn2c(=O)c1Cl	1.1	0.7	-18.0	nt	-0.9	-3.6	-5.6	-0.6	i
O=C(Cc1c(F)cccc1Cl)N1CCN(S(=O)(=O)c2cccc(F)c2)CC1	nt	-1.0	0.2	3.7	-0.7	-7.6	-2.6	-4.1	i
Cc1nc2ccc(NC(=O)c3ccc([N+](=O)[O-])cc3)cc2[nH]1	0.9	-1.6	-24.9	0.4	-0.1	-14.4	-13.2	3.2	i
CC(C)[C@H](NC(=O)NCc1ccc(Cl)cc1)C(=O)O	5.6	-2.3	-1.3	nt	-1.2	-4.4	2.8	0.8	-1.2
COC(=O)c1ccccc1NC(=O)CSc1n[nH]c(-c2ccncc2)n1	-7.6	-1.8	4.5	-0.5	1.7	3.8	-3.7	0.2	-0.3
Cc1cccc(NC(=O)CCCN2C(=O)C3CC=CCC3C2=O)c1 (stereo not drawn)	-2.7	-1.0	1.2	0.0	0.7	-21.7	-3.1	-5.3	-0.6
CCOC(=O)[C@H]1[C@H]2COc3ccc(C)cc3[C@@H]2N2C(=O)c3cc(C)ccc3NC(=O)[C@@]12C	nt	-0.5	-5.2	0.3	2.6	1.5	15.8	-3.8	-0.4
CCOC(=O)C1=C(N)OC2=C(C(=O)CC(C)(C)C2)C12C(=O)Nc1ccccc12 (stereo not drawn)	0.5	1.0	1.1	-0.4	-0.4	7.5	0.1	-0.4	-0.5
CC(C)(C)Cc1c(-c2ccco2)nc2ccc(Cl)cn12	nt	1.4	8.3	-1.4	nt	nt	nt	-4.4	nt
COc1cccc(NC(=O)COc2nc3ccccc3nc2C)c1	-2.4	2.0	4.0	-5.4	-1.1	-1.9	-7.5	3.1	-0.3
CCOc1ncccc1C(=O)Nc1ccc(OC)c(S(=O)(=O)N2CCCCC2)c1	3.0	-0.3	-6.7	0.5	0.0	7.3	9.5	8.8	-0.1
CC1CCN(c2c(NCC3CCC(C(=O)NC4CCCCCC4)CC3)c(=O)c2=O)CC1 (stereo not drawn)	-3.5	-1.1	-0.5	1.1	1.1	-16.8	10.3	-1.7	i
CCOC(=O)N1CCC(N2C(=O)c3ccccc3C2Nc2cc(Cl)c(OC)cc2OC)CC1 (stereo not drawn)	-0.9	0.8	-2.7	0.4	-1.0	20.8	34.5	1.3	-0.3
COC(=O)Cn1c2nc3ccccc3nc2c2cccc(C)c21	-0.2	10.8	-7.5	0.2	-1.7	-20.8	1.0	2.3	i
CCC(=O)Nc1ccc(C(=O)COC(=O)c2nc3nccc(C)n3n2)cc1	nt	0.0	-4.4	1.2	0.6	1.8	-12.6	3.1	i
COc1ccc2oc(C(=O)OCC(=O)N(Cc3ccccc3)C(C)C)c(C)c2c1	nt	-4.2	7.5	1.7	1.0	3.7	5.9	3.0	-0.3
CCCCc1nc(C(N)=O)c2[nH]c(=O)n(-c3ccc(OC)c(OC)c3)c2n1	-1.2	-1.3	nt	nt	0.8	4.4	5.4	-1.1	-0.2
COc1ccc(Cl)cc1Nc1nc(Cl)nc(NCCO)n1	nt	0.2	3.1	1.1	nt	nt	-1.0	3.0	-0.6
CC(C)(C)OC(=O)C[C@H]1C/C=C\C[C@H](CC(=O)N(CCO)Cc2ccccc2)C(=O)NC[C@H](c2ccccc2)OC1=O	nt	-0.6	-2.1	4.0	15.2	-2.3	12.8	-8.1	-1.5
Nc1c(-c2ccc(Cl)cc2)cnc2c(-c3ccccc3)cnn12	-3.4	1.4	7.4	0.7	-0.2	-5.3	5.3	-5.5	i
(further entries)
SMILES	3CLpro inhibitor	BoNT-A LC inh2	PrPC surface inh	TcdB GH inh	PfHsp40 yeast	SSB-PriA inh	Yp Topo-I inh	Anthrax LF prot	BH1578 lux ind
CCCn1c(C2CC(=O)N(c3ccc(C)cc3)C2)nc2ccccc21 (stereo not drawn)	-1.0	0.8	-2.8	nt	1.7	-7.6	27.1	3.9	-0.3
CCCN1CCN(C(=S)Nc2ccc([N+](=O)[O-])cc2)CC1	-1.2	1.6	0.4	nt	-0.3	-5.4	-6.1	0.2	i
COC(=O)c1cn(C(=O)c2ccco2)c2ccccc12	0.1	-0.9	0.9	nt	1.3	-21.5	-0.8	-1.6	i
O=C(NNc1nc2ccccc2s1)c1ccccc1F	0.0	-1.2	-2.2	1.5	2.2	0.2	-1.2	-3.8	-2.8
CCOC(=O)c1sc2nc(CC(=O)OC)nc(NCCN(CC)CC)c2c1C	-3.5	2.8	-5.1	nt	74.2*	-2.6	7.0	-2.8	-3.2
CCOC(=O)c1cnc2cc(C)nn2c1C	5.7	nt	-5.2	nt	0.1	4.0	-2.1	nt	i
Cc1ccccc1C(=O)NC(=S)Nc1ccc(N2CCN(C(=O)c3ccccc3)CC2)cc1	2.6	-0.4	-4.6	1.3	-1.2	-4.8	22.5	0.1	i
C/C(=N/NS(=O)(=O)c1ccc(C)cc1C)c1c[nH]c2ccccc12	1.2	-3.9	2.2	0.2	0.2	nt	-0.4	-3.2	-0.3
COc1ccc(CC(=O)OCc2csc(CC(=O)Nc3ccc(C)cc3)n2)cc1	nt	-0.3	2.5	1.8	-0.5	3.8	32.9	-0.8	-4.3
COC(CNC(=O)c1cc(C)nn1-c1ccccc1)OC	6.0	-1.5	-0.2	nt	-1.1	-12.2	6.9	-2.5	-2.9
O=C1NC[C@@H](CCCCN2C[C@H](Cc3ccc(O)cc3)N(CCC3CCCCC3)C(=O)C2=O)N(Cc2ccccc2)C1=O	nt	0.2	3.0	0.2	nt	nt	nt	5.9	nt
COc1ccc(CCC(=O)Nc2cc(S(=O)(=O)N3CCOCC3)ccc2OC(C)C)cc1	nt	0.4	-4.8	4.2	2.2	-0.5	12.0	-4.2	i
CC(NC(=O)C1CCCN(C(=O)c2ccc(Cl)cc2)C1)c1cccc(C(F)(F)F)c1 (stereo not drawn)	nt	0.0	1.3	2.2	2.6	-2.0	17.5	-2.2	i
COc1ccc(OC)c2sc(N3CCN(C(=O)c4ccc([N+](=O)[O-])s4)CC3)nc12	nt	?	-8.7	2.9	-1.6	8.4	-7.7	?	i
COc1ccc(N2CCN(C(=O)c3cccc(N4C(=O)C5CC=CC(C)C5C4=O)c3)CC2)cc1 (stereo not drawn)	-2.6	-0.3	3.5	nt	0.4	24.2	24.7	-8.8	-0.5
COC(=O)C1CCN(C(=O)COC(=O)c2cc(-c3cccs3)nn2-c2ccccc2)CC1	nt	0.4	11.7	0.4	-0.2	-4.0	34.0	1.1	i
O=C1C2C3C=CC(C2C(=O)N1c1cccc(O)c1)C1C2C(=O)N(c4cccc(O)c4)C(=O)C2C31 (stereo not drawn)	-1.7	0.3	4.0	2.0	-0.8	-5.3	-1.3	-2.0	-0.6
CCOC(=O)Cc1cc(=O)n2[nH]c(C)cc2n1	2.8	0.0	1.4	nt	-0.5	-4.2	-1.6	0.4	i
COCc1ccc(CN2CCCC(C(=O)Nc3ccc(-c4cccc(OC)c4)cc3)C2)o1 (stereo not drawn)	-0.3	1.2	-3.1	2.9	0.6	13.0	27.2	0.4	-0.2
O=c1c2ccccc2c(-c2ccc(O)cc2)nn1-c1cccc(C(F)(F)F)c1	5.7	-1.0	8.2	nt	239.9*	-11.4	-1.8	0.3	-2.7
CC(NC(=O)Nc1ccc([N+](=O)[O-])cc1)C(c1ccccc1)N1CCOCC1 (stereo not drawn)	4.8	-0.1	-10.9	1.0	-2.5	-2.1	1.6	1.0	0.2
O=C(COc1ccc(Cl)cc1)NCc1nnc(SCC(=O)Nc2ccccc2)o1	-3.0	0.0	-0.1	nt	1.8	-23.4	7.8	0.7	i
O=C(NNC(=S)NC(=O)c1ccccc1Cl)c1cccc([N+](=O)[O-])c1	-1.2	2.6	-6.4	-0.2	?	2.1	6.1	-6.7	0.6
COc1ccc(OC)c(-c2cc(C(=O)Nc3ccccc3C(N)=O)c3ccccc3n2)c1	nt	-1.3	-3.0	0.9	nt	-2.8	7.4	-1.0	i
CCCNC(=O)NS(=O)(=O)c1cnccc1Sc1ccc(Cl)cc1	1.8	-0.2	-1.7	nt	-0.2	-0.4	-2.6	-0.8	i
Continued.
SMILES	3CLpro inhibitor	BoNT-A LC inh2	PrPC surface inh	TcdB GH inh	PfHsp40 yeast	SSB-PriA inh	Yp Topo-I inh	Anthrax LF prot	BH1578 lux ind
CCCCn1c(N)c(Br)c(=O)[nH]c1=O	-0.6	-0.4	3.6	-0.2	-2.6	4.3	4.3	-5.6	-0.8
CC(O)c1n(C)c(Cl)c[n+]1C (stereo not drawn)	0.4	-1.2	-5.2	nt	-0.2	-9.7	2.4	0.7	-0.3
CN1CCCC(OC(=O)c2cccc(Br)c2)C1 (stereo not drawn)	-1.3	-0.8	-6.5	-0.1	-1.5	0.6	6.8	1.1	-0.3
CCOC(=O)c1oc2ccccc2c1CN1CCN(c2ccccc2)CC1	0.0	-0.6	1.6	nt	0.7	-5.9	35.3	-3.0	4.8
O=C(c1cnc(N2CCN(c3ncccn3)CC2)c2ccccc12)N1CCN(c2ccccn2)CC1	-6.5	-0.1	1.9	nt	0.4	-9.8	25.6	-1.5	i
COc1ccc2ccc(C(C)(C(C)=O)C(=O)OC(C)C)cc2c1 (stereo not drawn)	nt	-0.3	-0.9	-0.6	3.1	-19.7	-1.2	-1.9	1.7
Cc1cccc(NCc2nc(SCC(N)=O)n[nH]2)c1	-3.9	nt	-0.9	nt	-0.9	1.2	2.6	nt	-0.3
COc1ccc([C@H]2CC(=O)C[C@@H](CCn3cc(-c4ccncc4)nn3)O2)cc1	nt	-1.3	-2.0	1.2	nt	nt	nt	-3.0	nt
CN(C)c1ccc(C(C(=O)NC2CCCCC2)N(Cc2ccco2)C(=O)c2snc(C(N)=O)c2N)cc1 (stereo not drawn)	-6.9	-0.9	-0.4	1.2	1.0	-7.9	34.2	1.8	-0.2
CC(Sc1ncn[nH]1)C(=O)c1c(N)n(C)c(=O)n(C)c1=O (stereo not drawn)	nt	0.6	7.6	-0.2	0.9	-8.2	-1.2	-6.0	i
C[C@@H](NC(=O)[C@@H]1Cc2ccccc2CN1C(=O)OC(C)(C)C)C(=O)NC1CCCCC1	-0.4	-0.1	-2.2	1.0	-1.2	8.6	-12.4	-4.2	-4.3

5 compounds from above, ordered by count of non-hydrogen atoms, lowest first:
SMILES	3CLpro inhibitor	BoNT-A LC inh2	PrPC surface inh	TcdB GH inh	PfHsp40 yeast	SSB-PriA inh	Yp Topo-I inh	Anthrax LF prot	BH1578 lux ind
CCCCn1c(N)c(Br)c(=O)[nH]c1=O	-0.6	-0.4	3.6	-0.2	-2.6	4.3	4.3	-5.6	-0.8
Cc1cccc(NCc2nc(SCC(N)=O)n[nH]2)c1	-3.9	nt	-0.9	nt	-0.9	1.2	2.6	nt	-0.3
CCOC(=O)c1oc2ccccc2c1CN1CCN(c2ccccc2)CC1	0.0	-0.6	1.6	nt	0.7	-5.9	35.3	-3.0	4.8
COc1ccc([C@H]2CC(=O)C[C@@H](CCn3cc(-c4ccncc4)nn3)O2)cc1	nt	-1.3	-2.0	1.2	nt	nt	nt	-3.0	nt
C[C@@H](NC(=O)[C@@H]1Cc2ccccc2CN1C(=O)OC(C)(C)C)C(=O)NC1CCCCC1	-0.4	-0.1	-2.2	1.0	-1.2	8.6	-12.4	-4.2	-4.3
